S1P4 antag = S1P4 receptor antagonists, primary screen, cell-based; inhibition, % at 4.98 µM; S1P4-expressing cells, antagonist mode, reporter read-out; Sphingosine 1-phosphate receptor 4 (Homo sapiens), O95977; 220,000 tested, 0.26% active; in the data active = inhibition above about 29%;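 also: 0% = wells stimulated with agonist and 100% = vehicle wells without agonist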
S1P4 ag = S1P4 receptor agonists, primary screen, cell-based; Sphingosine 1-phosphate receptor 4 (Homo sapiens), O95977; S1P4-expressing cell line, agonist reporter assay; activation, % at 4.98 µM; 220,000 tested, 0.35% active; AID 1509, 2009; in the data active = activation above about 11%;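 also: 0% = DMSO vehicle and 100% = reference agonist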
PGE2 EP2 inh = human EP2 receptor antagonists, primary screen, TR-FRET cAMP, C6 glioma cells | inhibition, % at 25 µM | AID 1422, 2008 | C6 glioma cells expressing human EP2; cells stimulated with saturating PGE2 | 260,000 tested, 0.52% active | Prostaglandin E2 receptor EP2 subtype (Homo sapiens), P43116;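 active = percent inhibition above 40 after rounding to a whole number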;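 also: rat C6 glioma host cells with rolipram phosphodiesterase inhibitor present; the protocol text gives 20 µM as final concentration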
eIF4E 4G PPI = eIF4E–eIF4G protein interaction inhibitors, primary screen, biochemical, uHTS, TR-FRET, eIF4GI fragment. Eukaryotic translation initiation factor 4E (Mus musculus) + Eukaryotic translation …. TR-FRET eIF4E-eIF4GI(517-606) binding, 2 h. inhibition, % at 21.7 µM. 220,000 tested, 0.37% active. AID 782, 2007;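 active = inhibition above about 30%, limit read from the data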;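 also: 0% = full FRET control wells and 100% = background wells lacking eIF4GI fragment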
NPY-Y2 PAM-ag = NPY-Y2 potentiators or agonists, primary screen, cell-based; Neuropeptide Y receptor type 2 (Homo sapiens), P49146; cells expressing NPY-Y2, potentiator/agonist read-out; activation, % at 3.6 µM; 220,000 tested, 0.45% active; in the data active = activation above about 27%;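 also: cells stimulated with NPY near EC25 plus isoproterenol at EC100; 0% = vehicle plus submaximal agonist and 100% = vehicle plus saturating agonist; some results beyond the cut were filed as inactive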
p97 inhibitor = inhibitors of human p97 ATPase, primary screen, biochemical. Transitional endoplasmic reticulum ATPase (Homo sapiens), P55072. recombinant p97 ATPase, Kinase-Glo ATP luminescence, 3 h. inhibition, % at 8 µM. 220,000 tested, 0.42% active; in the data active = inhibition above about 15%;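 also: 0% = DMSO vehicle and 100% = wells lacking enzyme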
NPY-Y1 PAM-ag = NPY-Y1 receptor potentiators or agonists, primary screen, cell-based | activation, % at 3.6 µM | NPY-Y1 expressing cells, potentiator/agonist activation | AID 1304, 2008 | 220,000 tested, 0.37% active; in the data active = activation above about 33%, passing the limit was not always enough;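 also: cells stimulated with NPY at EC10 then isoproterenol at EC100; 0% = low agonist plus stimulus and 100% = saturating agonist plus stimulus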
EP2 modulator = EP2 receptor modulators, cAMP readout, primary screen, cell-based, HTRF cAMP, PGE2 stimulation | Prostaglandin E2 receptor EP2 subtype (Homo sapiens), P43116 | EP2-expressing cells, cAMP HTRF FRET, PGE2 co-stimulation | induction, % at 25 µM | 260,000 tested, 0.83% active;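 active = compounds whose cAMP rise, as percent of the full-agonist control response, exceeds 60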;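 also: rat C6 glioma line stably carrying human EP2 under a CMV promoter; the protocol text gives 20 µM as final concentration; 100% = response of wells given 1 µM PGE2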
NPY Y1 blocker = NPY-Y1 receptor antagonists, primary screen, cell-based; Neuropeptide Y receptor type 1 (Homo sapiens), P25929; HEK293-CNG Y1 cells, membrane potential fluorescence; NPY at EC95, then isoproterenol; 200,000 tested, 1% active; inhibition, % at 3.6 µM;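 active = inhibition above the campaign mean inhibition of all tested compounds plus 3 SD, cut at about 20% in these data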;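 also: 0% = DMSO wells given NPY plus isoproterenol and 100% = isoproterenol alone without NPY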
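material = HEK293 cells with Y1 receptor plus CNG channel | also added = NPY 25 nM then isoproterenol 1 µM plus Ro 20-1724 25 µM | schedule = dye 3 h, compound 60 min room temperature, stimulation 45 min | measured by = membrane potential fluorescence | benchmarks = high control isoproterenol alone, low control NPY with isoproterenol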
* hit, by the source's call; · = no result given; & = joins results of further samples; [ ] = remark or other dose.

molecule,PGE2 EP2 inh,NPY Y1 blocker,p97 inhibitor,eIF4E 4G PPI,NPY-Y1 PAM-ag,NPY-Y2 PAM-ag,S1P4 ag,EP2 modulator,S1P4 antag
N#C/C(=C/c1ccccc1[N+](=O)[O-])c1nnc2n1CCCCC2,9,2,3,1,26,10,0.0,14,3
COc1cccc(NC(=O)NC2CCCc3ccccc32)c1 (stereo not given),3,3,-2,4,0,-2,0.5,-25,-17
Cc1nc(-c2ccc(NC(=O)/C=C\C(=O)O)cc2)cs1,10&6,0,2,0,-1,-8,1.6,0&29,1
C=CCN(C(=O)CNC(=O)c1cccs1)C(C(=O)NC(C)(C)C)c1ccccc1 (stereo not given),2,8,0,1,6,5,0.3,7,11
COc1ccc(CNC(=O)C2CCCN(c3nc4ccccc4o3)C2)c(OC)c1 (stereo not given),1,3,1,2,-28,2,-1.9,-1,-1
COc1ccc(NC(=O)CCC(=O)OCc2ccc(Br)cc2)cc1,11,1,6,-5,-9,11,1.9,3,-16
Cc1oc(=O)c(NC(=O)c2cccc(Cl)c2)cc1C(=O)c1ccccc1,1,12,4,6[fluorescence artefact?],-15,5,-0.2,54,16
COCC1CCN(Cc2cn[nH]c2-c2cc(OC)c(OC)c(OC)c2)CC1,7,-3,3,1,5,1,0.9,-12,-10
COc1ccc(N2CCN(Cc3nc(N)nc(N4CCCc5ccccc54)n3)CC2)cc1,6,13,-8,18,-6,2,-0.1,-9,2
Cc1nn(-c2ccccc2)c(N2CCCC2)c1/C=N/n1cnc2scc(-c3ccccc3)c2c1=O,16,5,4,3[fluorescence artefact?],12,4,0.9,21,-1
Fc1ccccc1CN1CCCCCCC1,13,-1,0,-14,-21,-2,2.0,-17,0
CN(C(=O)CSc1nc2ccc(Br)cc2c(=O)n1Cc1ccco1)C1CCS(=O)(=O)C1 (stereo not given),12,·,5,-4,7,14,1.4,-14,-6
CCC(=O)N1CCc2cc(S(=O)(=O)NC(C(=O)NCc3ccc(F)cc3)C(C)C)ccc21 (stereo not given),6,1,4,0[fluorescence artefact?],17,-14,0.8,18,-2
CCc1ccc(OCC(=O)O/N=C(\N)c2cccnc2)cc1,9,·,1,-6,-7,-18,-0.6,11,-21
CCCCNC(=O)N1CCN(S(C)(=O)=O)CC1,5,-6,-3,2,2,-1,1.2,17,-2
Cc1nnc2n(-c3ccccc3)c(=O)c3c4c(sc3n12)COC(C)(C)C4,5,-4,0,0,-9,2,0.5,15,-15
CCN(CC)c1ccc(C(=O)OCC(=O)Nc2sccc2C#N)cc1,10,6,-1,2,-29,-21,0.2,-1,-10
CN(C)c1ccc(N=Nc2ccccc2C(=O)OCC(=O)N(C)c2ccccc2)cc1,2,0,1,3,38,25,1.8,6,-6
COc1cccc(NC(=O)c2cccc(OC)c2OC)c1,13,1,0,-3,-32,-7,-0.5,-3,-10
CC(C)(C)NC(=O)CN(C(=O)Cn1nnc(-c2ccccc2F)n1)c1cccc2c1CCCC2,3,2,-6,-1,-17,-12,-1.7,-1,9
COc1ccc(/C=C(/NC(=O)/C=C/c2ccccc2)C(=O)NCCCCCC(=O)O)cc1,12,·,-1,2,6,-19,1.6,-1,-14
Cc1ccc(CNC(=O)CN(C)S(=O)(=O)c2cnc[nH]2)cc1,6,6,0,4[fluorescence artefact?],-12,-8,-0.7,18,14
CCOC(=O)NNS(=O)(=O)c1cc(Br)ccc1Br,2,7,3,3,2,7,1.8,14,-19
Cc1ccc(C(=O)COC(=O)CCC(=O)NC2CCCCC2)cc1C,13,1,-1,·,7,-5,2.3,12,-10
CCOC(=O)c1cn(CC)c2ccc(S(=O)(=O)N3CC(C)CC(C)C3)cc2c1=O (stereo not given),·,-6,6,-5,12,16,-1.8,11,4
COc1ccc(NC(=O)c2sc3nc(Cc4ccccc4)cc(C(F)(F)F)c3c2N)cc1OC,4,9,-4,1,-21,2,-0.9,13,-14
COC(=O)C(C)n1nnc2sc(-c3ccccc3)cc2c1=O (stereo not given),10,-4,3,0,19,1,0.5,-74,-17
CCOC(Cn1ccc(=O)[nH]c1=O)OCC,6,·,7,5,18,-16,2.7,-4,-1
Nc1cc(C(=O)OCC(=O)NCc2ccco2)ccc1Cl,11,6,-4,-3,-14,-17,1.0,-18,9
COCc1cc(=O)[nH]c(Nc2nc(C)c3ccccc3n2)n1,7,8,0,-1,4,0,0.1,1,-1
COC(=O)c1cc(OC)c(OC)cc1NC(=O)c1ccccc1C,3,2,-2,-17,-17,-1,0.4,30,4
Cc1ccc(C(=O)Nc2nc3ccc(S(C)(=O)=O)cc3s2)o1,12,0,-31,0,17,2,-0.9,7,-2
Fc1ccc(Nc2nc(-c3cccnc3)cs2)cc1,5,-13,-6,2,33,34*,1.9,14,-13
C=CCNC(=O)C1CCCN(S(C)(=O)=O)C1 (stereo not given),3,-3,-4,-2[fluorescence artefact?],7,2,0.5,-6,0
COc1ccccc1NC(=O)Nc1ncccc1C,·,5,4,-2[fluorescence artefact?],4,12,0.0,-9,13
COc1ccc(C(=O)NNC(=O)CSc2nnc(COc3ccc4ccccc4c3)n2C)cc1,5,10,0,·,-7,0,0.8,-3,-6
COc1ccc(-c2csc(N(CC3CCCO3)C(=O)c3ccccc3)n2)cc1 (stereo not given),-1,1,-2,-2,-3,-11,-0.7,38,-10
CCn1c(CNC(=O)c2cccs2)nnc1SCC(=O)Nc1cc(Cl)ccc1C,9,-2,-9,2,-5,-2,-1.0,28,4
CCOc1ccccc1-n1c(COc2ccccc2)nnc1SCC(N)=O,3,2,4,0,19,14,-1.5,28,-9
O=C1Nc2cc(Cl)cnc2N2CCCC12 (stereo not given),14,-6,7,-1,-6,6,0.4,16,-6
CSc1cccc(NC(=S)N(CCN(C)C)C(C)c2ccncc2)c1 (stereo not given),5,·,-2,-6,-2,-10,-0.2,6,-16
CC1=C(C(N)=O)C(c2ccc(C)o2)C(C(N)=O)=C(C)N1,7,2,-1,-12,0,3,2.4,-6,-21
Cc1csc2c(N(C)CCO)ncnc12,4,·,-4,-4,11,-9,-0.6,20,6
C=CCn1c(SCc2nc3ccccc3nc2C)nnc1-c1ccoc1C,9,8,4,-13,-24,5,-0.2,12,-10
CC1(C)CC(NC(=O)c2cccc3ccccc23)CC(C)(C)N1,14,7,-1,3,8,-14,0.2,-11,-13
CN1CCN(c2ccc(-c3ccc4ccccc4n3)cc2)CC1,11,7,-8,-1,10,1,0.2,-42,11
CC1=CCC2C(=O)N(Cc3ccccc3)C(=O)C2C1 (stereo not given),11,2,-5,-3,12,5,-1.9,9,-5
COc1cc(C(=O)Nc2ccc3c(c2)OCO3)ccc1OCc1c(C)noc1C,3,3,-7,1,16,-9,0.8,-76,27
COc1cc(CNc2nc(C)c([N+](=O)[O-])c(C)c2C#N)cc(OC)c1,9,0,-4,·,-18,-15,-1.4,-1,-12
CCC(C)NC(=O)CC1Oc2ccc(C)cc2NC1=O (stereo not given),7,8,2,5,14,9,1.4,11,-21
CC1=CC(C)(C)N(C(=O)c2ccc(F)cc2)c2cc3c(cc21)OCO3,·,11,-2,5,-7,3,1.3,3,9
O=c1c2ccccc2[nH]c(=S)n1CCCN1CCN(C2CCCCC2)CC1,12,4,7,-2[fluorescence artefact?],-32,-5,1.4,2,-4
CCN=C1SCC(=O)N1c1ccc(OC)cc1,6,9,-4,-2,-10,-21,1.3,16,-15
Cc1ccc(NC(=O)/C(=C\c2cccs2)NC(=O)c2ccccc2)cc1,12,2,5,1,-25,-16,-1.5,14,1
Cn1c(=O)c2cc(S(=O)(=O)NC(Cc3ccccc3)C(=O)NCC3CCCO3)ccc2n(C)c1=O (stereo not given),4,1,-3,4,-26,5,0.0,17,-1
CC(C)(C)n1ncc2c(=O)n(CC(=O)c3ccccc3)cnc21,6,8,3,-8,-10,-7,1.4,-12,-18
CCOC(=O)c1ccc(S(=O)(=O)NNC(=O)COc2ccccc2C)cc1,4,6,6,-1,-17,-8,1.1,-2,2
Fc1ccc(-c2csc(NC3=NCCC3)n2)cc1,12,-1,2,-3,-1,-16,-1.1,5,-10
CC1CCCC2(C1)NC(=S)N(c1ccccc1)N2 (stereo not given),6,2,7,13,20,12,0.5,17,-9
O=C(NC1CCCC1)c1cnn2c(C(F)(F)F)cc(-c3ccco3)nc12,3,15,1,8[fluorescence artefact?],-25,0,-1.6,8,-4

Next section:
molecule,PGE2 EP2 inh,NPY Y1 blocker,p97 inhibitor,eIF4E 4G PPI,NPY-Y1 PAM-ag,NPY-Y2 PAM-ag,S1P4 ag,EP2 modulator,S1P4 antag
Cc1ccc(-n2c(SCC(=O)NCCN3C(=O)CSC3=O)nnc2-c2ccccc2)cc1,4,1,-5,-2,-26,5,0.2,-2,-23
O=C(NC1CC1)c1cc(F)c(F)cc1Cl,0,7,0,-2[fluorescence artefact?],-3,2,-3.3,5,16
COc1ccc(-c2noc(C3CCCN(C(=O)c4cccs4)C3)n2)cc1 (stereo not given),7,7,2,-2,7,7,-1.6,-46,0
COc1cc(C(=O)N(Cc2ccccn2)CC2CCCO2)cc(OC)c1OC (stereo not given),0&9,-4,3,1,11,-22,0.3,13&-2,-27
Cc1ccc(NC(=O)c2ccc(NCCc3ccccc3)c([N+](=O)[O-])c2)cc1F,18,0,-3,-1,16,15,1.1,-76,-14
CCOC(=O)C1CCCN(C(=O)c2cncc(Br)c2)C1 (stereo not given),20,-2,5,4,-11,-19,0.6,39,-7
N/C(=N\OC(=O)c1cccnc1)c1ccccc1Cl,6,-2,-1,6,-4,-6,0.5,10,4
CN(C)c1ccc(/C=C/C(=O)c2c(O)c3ccccc3oc2=O)cc1,6,·,2,-8,-34,-3,-0.7,19,-20
Cc1cc(=O)oc(C)c1C(=O)N1CCN(c2ccc(F)cc2)CC1,20,-4,-1,-1,9,-7,0.0,-10,-11
O=C(C1CCN(S(=O)(=O)c2cccnc2)CC1)N1CCN(c2cccc(Cl)c2)CC1,8,-1,-15,86*,2,-5,-1.8,-11,-8
CCN(CC)c1cc(C)c2cc(NC(=O)CNC(C)=O)ccc2n1,8,2,25*,·,-28,-2,-0.5,·,-13
O=C(CN1CCN(C(=O)c2ccco2)CC1)Nc1cccc([N+](=O)[O-])c1,8,3,5,-2,1,-13,-0.3,-6,2
CSCC(=O)N1CCCC(CO)(Cc2ccccc2C)C1 (stereo not given),4,-2,2,-2,6,-4,-0.2,7,1

Not all compounds are listed. The share of hits here may be higher or lower than overall.
